Source: PubChem
All columns: NCI-60 one-dose screen, growth in % after 48 h at 10 µM unless noted; 100 = growth as untreated, 0 = no growth, -100 = all killed.
RPMI-8226: RPMI-8226 leukemia cells; 77,000 compounds, 7.5% hits; AID 1794781
A549/ATCC: A549/ATCC NSCLC | 81,000 compounds, 3.7% hits
EKVX: EKVX NSCLC | 71,000 compounds, 3% hits | AID 1794765
CCRF-CEM: CCRF-CEM leukemia; 77,000 compounds, 7% hits
M14: M14 melanoma; AID 1794745; 80,000 compounds, 6.2% hits
UACC-62: UACC-62 melanoma. 81,000 compounds, 5.4% hits. AID 1794756
HOP-92: HOP-92 NSCLC cells; 71,000 compounds, 6.3% hits; AID 1794738
HOP-62: HOP-62 NSCLC; 80,000 compounds, 3.9% hits
Starred values were filed as active, the others as inactive; / = no result given; & = joins results of further samples; ! = not active in a repeat; [ ] = another dose, or the depositor's remark. The calls were made as follows: active = growth percent below 10; inactive = the rest. Rows are unselected; about 12% have a hit in one of these screens.

SMILES | RPMI-8226 | A549/ATCC | EKVX | CCRF-CEM | M14 | UACC-62 | HOP-92 | HOP-62
Clc1ccc(-c2cn(-c3ccccc3)c(-c3ccccc3)n2)cc1 | -55* | 71 | 84 | -3.5* | / | 92 | 69 | 77
C=C(NC(=O)C(=C)NC(=O)c1csc(C2=NC3c4csc(n4)C4NC(=O)c5csc(n5)C(C(C)(O)C(C)O)NC(=O)C5CSC(=N5)C(=CC)NC(=O)C(C(C)O)NC(=O)c5csc(n5)C3(CC2)NC(=O)C(C)NC(=O)C(=C)NC(=O)C(C)NC(=O)C(C(C)CC)NC2C=Cc3c(C(C)O)cc(nc3C2O)C(=O)OC4C)n1)C(N)=O (configuration not stated) | 10 | 72 | 72 | -10* | 2.3* | -17* | 16 | /
COC(=O)C(N)C(=O)OC | 108 | 105 | 92 | 97 | 108 | 95 | 95 | 104
COc1cc(/C=C2/Oc3c(c(OC)c4ccoc4c3CN3CCOCC3)C2=O)ccc1O | 79 | 91 | 102 | 86 | 101 | 92 | 82 | 105
COc1cc(/C=C(\C#N)C(=O)N2c3ccccc3Sc3ccc(SC)cc32)cc(OC)c1OC | 100 | 93 | 98 | 97 | 98 | 90 | 73 | 89
CCOC(=O)c1c(Cl)c(Cl)c(C(=O)OCC)c(Cl)c1Cl | 90 | 80 | 101 | 92 | 87 | 70 | 67 | 89
CCN(CC)CCN(C(=O)C(c1ccccc1)c1ccccc1)c1ccc(OC)cc1 | 72 | 85 | 80 | 84 | 91 | 95 | 66 | 62
CC1OS(=O)OC1C (configuration not stated) | 106&105 | 104&98 | 100 | 96 | 102&99 | 90&95 | 96&114 | 105&101
CCOC(=O)N(Cc1ccccc1)Cc1ccccc1 | 96 | 97 | 105 | 104 | 104 | 88 | 67 | 89
Nc1cccc(Br)c1 | 92 | 98 | 95 | 102 | 99 | 98 | 86 | 93
COc1ccc(NC(=O)c2sc3nc(C)c(C(O)c4ccccc4)cc3c2N)cc1 (configuration not stated) | 12 | 25 | 40 | 7.9* | 7.7* | 26 | 79 | 28
COc1cc2cc(Oc3ccc(NC(=O)Nc4cccc(C(F)(F)F)c4)cc3)c(C)nc2cc1OCCN(C)C | 92 | 97 | 93 | 71 | 107 | 100 | 75 | 105
C=C(C)[C@@H]1CC[C@]2(COC(=O)c3cccnc3)CC[C@@]3(C)[C@]4(C)CC[C@@H](C(=C)C)[C@](C)(CCCN)[C@H]4CC[C@]3(C)[C@@H]12 | 38 | 79 | 73 | 61 | 86 | 76 | 83 | 106
CC(Cl)Cc1ccccc1 (configuration not stated) | 101 | 96 | 103 | 98 | 102 | / | 111 | 105
COc1ccc(Cc2nn(CC(=O)N/N=C/c3ccc([N+](=O)[O-])cc3)c(=O)c3c(C)noc23)cc1 | 82 | 22 | 87 | 69 | 70 | 74 | 92 | 40
CC1(C)C2(C(N)=O)C(=O)NC(=O)C12C(=O)O (configuration not stated) | 98 | 103 | / | 93 | 111 | 104 | / | 106
O=C(NCCN1CCOCC1)C(Cl)Cl | 96 | 103 | 97 | 94 | 100 | 92 | / | 102
N#CC(c1ccccc1)C(c1ccccc1)c1ccccc1 (configuration not stated) | 93 | 83 | / | 97 | 87 | / | / | 103
NC1=NC2(C(=O)c3ccccc3C2=O)n2c(nc3ccccc32)N1 | 100 | 92 | 108 | / | / | 92 | 57 | 84
COc1cnc2c(c1)C(=O)c1c-2n(CCCN2CCNCC2)c(=O)c2cc(F)ccc12 | -31* | -70* | 19 | -1.3* | -57* | -0.4* | -7.9* | -8.6*
O=C(Nc1ncccc1OCc1ccccc1)NC1CCCCCC1 | 68 | 98 | 88 | 77 | 95 | 72 | 68 | 102
C/C(=N\O)C(c1ccc(Cl)cc1)c1ccc(Cl)cc1 | 81 | 86 | 91 | 95 | 96 | 87 | 83 | 94
NC(=O)NC[C@H](N)C(=O)O | 106[20 µM] | 97[20 µM] | 101[20 µM] | 102[20 µM] | 103[20 µM] | 99[20 µM] | 93[20 µM] | 97[20 µM]
NC(=O)c1nn(-c2ccc(Cl)cc2)nc1N1CCCC1 | 98 | 86 | 74 | 103 | 102 | 97 | 87 | 101
COc1ccc2oc(=O)cc(-c3nc(-c4ccccc4)c(-c4ccccc4)n3-c3ccc(C(=O)O)cc3)c2c1 | 63 | 102 | 90 | 41 | 86 | 67 | 97 | 91
CN(C)c1ccnc(SCc2ccc(Cl)cc2Cl)n1 | 99 | 89 | 102 | 101 | 113 | 87 | 53 | 108
CC(C)Cc1ccc(C(C)C(=O)NCc2ccc(Cn3c(=O)sn(CCCCl)c3=O)cc2)cc1 (configuration not stated) | -31*! | -20*! | -65*! | 3.8*! | -58*! | -69*! | -78*! | -38*!
Cc1ccc(Nc2nc(N)n(Cc3cccc(Br)c3)n2)cc1 | 74 | 83 | 60 | 93 | 92 | 63 | 66 | 78
CC(O)CN(CC(C)O)c1ccc2c(c1)Cc1cc([N+](=O)[O-])ccc1-2 (configuration not stated) | 104 | 119 | 75 | 106 | 106 | 96 | 89 | 102
O=c1c2ccccc2nc(N/N=C/c2ccc(O)cc2)n1-c1ccccc1 | 121 | 95 | 99 | 103 | 117 | 93 | 107 | 106
CCOC(=O)c1nnn(-c2ccn(C)n2)c1N | 104 | 102 | 99 | 99 | 99 | 105 | 104 | 101
CCCCNC(=S)S | 100 | 97 | 95 | 100 | 99 | 104 | 99 | 87
OCc1ccncc1 | 106 | 99 | 102 | 109 | 96 | 100 | 111 | 109
Nc1cccc(Nc2nc(N)nc3c2CCc2occc2-3)c1 | 102 | 97 | 104 | 101 | 112 | 93 | 100 | 91
CCOC(=O)/C=C(/C)N(C)C | 96 | 100 | 126 | 102 | 103 | 100 | 99 | 98
NC(=O)C(=Cn1c(=S)[nH]c2ccccc21)C(N)=O | 100 | 104 | 97 | 106 | 99 | 100 | 111 | 93

At a glance, some entries already given.
SMILES | RPMI-8226 | A549/ATCC | EKVX | CCRF-CEM | M14 | UACC-62 | HOP-92 | HOP-62
NC(=O)c1nn(-c2ccc(Cl)cc2)nc1N1CCCC1 | 98 | 86 | 74 | 103 | 102 | 97 | 87 | 101
COc1ccc2oc(=O)cc(-c3nc(-c4ccccc4)c(-c4ccccc4)n3-c3ccc(C(=O)O)cc3)c2c1 | 63 | 102 | 90 | 41 | 86 | 67 | 97 | 91
CN(C)c1ccnc(SCc2ccc(Cl)cc2Cl)n1 | 99 | 89 | 102 | 101 | 113 | 87 | 53 | 108
CC(C)Cc1ccc(C(C)C(=O)NCc2ccc(Cn3c(=O)sn(CCCCl)c3=O)cc2)cc1 (configuration not stated) | -31*! | -20*! | -65*! | 3.8*! | -58*! | -69*! | -78*! | -38*!
Cc1ccc(Nc2nc(N)n(Cc3cccc(Br)c3)n2)cc1 | 74 | 83 | 60 | 93 | 92 | 63 | 66 | 78
CC(O)CN(CC(C)O)c1ccc2c(c1)Cc1cc([N+](=O)[O-])ccc1-2 (configuration not stated) | 104 | 119 | 75 | 106 | 106 | 96 | 89 | 102
O=c1c2ccccc2nc(N/N=C/c2ccc(O)cc2)n1-c1ccccc1 | 121 | 95 | 99 | 103 | 117 | 93 | 107 | 106
CCOC(=O)c1nnn(-c2ccn(C)n2)c1N | 104 | 102 | 99 | 99 | 99 | 105 | 104 | 101
CCCCNC(=S)S | 100 | 97 | 95 | 100 | 99 | 104 | 99 | 87
OCc1ccncc1 | 106 | 99 | 102 | 109 | 96 | 100 | 111 | 109
Nc1cccc(Nc2nc(N)nc3c2CCc2occc2-3)c1 | 102 | 97 | 104 | 101 | 112 | 93 | 100 | 91

(cont.)
SMILES | RPMI-8226 | A549/ATCC | EKVX | CCRF-CEM | M14 | UACC-62 | HOP-92 | HOP-62
Cn1c(=O)c2c3c(oc2c2ccccc21)C(=O)c1ccccc1C3=O | 51 | 82 | 71 | 19 | 86 | 77 | 101 | 82
COC(=O)c1ccc(-c2ccc(/C=N/NC(=O)c3[nH]c4ccc(Br)cc4c3-c3ccccc3)s2)cc1O | 92 | 107 | 104 | 73 | 94 | 104 | 108 | 116
CN1C(=O)N(C)C2C1NN=c1s/c(=C\c3cccc([N+](=O)[O-])c3)c(=O)n12 (configuration not stated) | / | 97 | 109 | 91 | 82 | 70 | / | 90
CCCCOC(=O)c1ccccc1O | 16 | 113 | 106 | -72* | 117 | / | 111 | 110
COc1c(N2CC3CCCN(C(C)=O)C3C2)c(F)cc2c(=O)c(C(=O)N[C@H]3C(O)[C@@H](O)C(CO)O[C@H]3O)cn(C3CC3)c12 (some centres not stated) | / | 103 | 103 | 105 | 110 | 101 | 103 | 103
CCOC(=O)c1sc(NS(=O)(=O)c2ccccc2)nc1C | 120 | 103 | 116 | 103 | 107 | 103 | / | -100*
Cc1nc2ccccc2c(=O)n1/N=C\c1ccc2c(c1)CCC2 | 108 | 106 | 104 | 101 | 109 | 100 | 114 | 96
FC(F)(F)c1cn(CC2CNC2)c2ncnc(Cl)c12 | 105 | 94 | 109 | 87 | 109 | 102 | 114 | 102
CCOC(=O)c1c(C)nc2ccccc2c1/C=C/c1ccccc1 | 42 | 57 | 64 | 46 | 83 | 52 | 80 | 94
CCCCCCCCC#CCCCCCCCCCCCC(=O)O | 100 | 95 | 103 | 82 | 103 | 102 | 109 | 84
COc1ccc(CCC2c3c(cc4c(c3OC)OCO4)CCN2C)cc1 (configuration not stated) | -29* | 9.9* | -17* | 4.6* | / | -96* | -30* | -30*
Nc1ccccc1Nc1ccccc1 | 29&42 | 79 | 96 | 25&32 | 102&106 | 99&99 | 136 | 92&103
Cc1ccc(C(C)C)c(O)c1C(=O)O | 95 | 101 | 99 | 84 | 107 | 109 | 88 | /
COc1ccc(NCc2nnc(-c3ccc(F)cc3)o2)cc1 | 99 | 63 | 90 | 100 | 97 | 86 | 97 | 83
Cc1ccc(S(=O)(=O)CC(=O)Nc2ccc(S(N)(=O)=O)cc2)cc1 | 111 | 107 | 102 | 111 | 103 | 103 | 107 | 101
COc1ccc(-c2cc(C(=O)N=Nc3c(O)[nH]c4ccc(Br)cc34)c3ccccc3n2)cc1 | 39 | 61 | 44 | 19 | 43 | 33 | 71 | 92
C#CCOc1ccc2ncnc(Nc3ccc(NC(=O)CCl)cc3)c2c1 | -17* | 19 | 0.0* | -24* | 4.0* | -10* | -7.6* | 21
CCOC(=O)N1CCc2c(sc3nc4nc[nH]n4c(=O)c23)C1 | 98 | 100 | 92 | 98 | 98 | 99 | 94 | 87
COc1cc2c(c(OC)c1OC)C(=O)CC(c1cccc(NC(=O)c3cc(NC(=O)[C@@H](N)Cc4ccccc4)ccc3C)c1)O2 (some centres not stated) | 55 | 93 | 85 | 77 | 95 | 74 | 83 | 92
CC(=C(c1ccc(OCCN(C)C)cc1)c1ccc(OCCN(C)C)cc1)c1ccc(Cl)cc1 | -43* | -65* | -13* | -45* | -64* | -68* | -9.5* | -58*
C=C/C=N/Nc1ccc([N+](=O)[O-])cc1[N+](=O)[O-] | 85 | 77 | 97 | 69 | 70 | 80 | 106 | 76
Nc1ccc(S(=O)(=O)NC(=O)c2ccccc2)cc1 | 113&103 | 104&100 | 102&100 | 101&104 | 115&102 | 100 | 103 | 116&96
O=C(O)c1ccc(CSc2nc3ccccc3[nH]2)cc1 | 100 | 102 | / | 96 | 103 | 105 | 90 | 105
C=C(C)[C@@H]1CC[C@]2(C(=O)N[C@@H](Cc3ccccc3)C(=O)O)CC[C@]3(C)[C@H](CC[C@@H]4[C@@]5(C)Cc6c([nH]c7ccccc67)C(C)(C)[C@@H]5CC[C@]43C)[C@@H]12 | 39 | 19 | 70 | 18 | 57 | 58 | 78 | 36
COc1cc2nc(-c3ccc(Cl)cc3)cc(OCCCN3CCCCC3)c2cc1OC | 21 | 36 | 66 | 49 | -28* | -33* | 34 | 55
O=C1/C(=C\c2ccccc2)C(Br)c2ccccc21 (configuration not stated) | 81 | 97 | / | 93 | 103 | 96 | 87 | 85
C=C(C)[C@H]1CC/C(C)=C/CC[C@@]2(C)O[C@@H]2CC/C(COC(C)=O)=C\[C@@H]1OC(C)=O | 93 | 108 | 111 | 74 | 107 | 103 | 98 | 104
CC[N+](C)(CC)CCC[N+]12CCC(CC1)CC2 | 121 | 79 | 95 | 113 | 101 | 98 | 119 | 91
COc1ccc(-c2nnc(-c3c(-c4ccc(OC)cc4)nc4ncccn34)o2)cc1 | 98 | 101 | 102 | 101 | 111 | 100 | / | 102
Cc1[nH]n(-c2ccccc2)c(=O)c1N=Nc1cccc2c1C(=O)c1ccccc1C2=O | 113 | 98 | 98 | 114 | 104 | 99 | 98 | 86
O=C1Nc2ccccc2/C1=C/c1c(-c2ccccc2)nc2ncccn12 | 117 | 100 | 91 | 111 | 100 | 94 | / | 95
COC1CC(O)C2=C(CC3C(/C(C)=C\CC=C(C)C)CCC3(C)O2)C1=O (configuration not stated) | 94 | 95 | 105 | 88 | 106 | 95 | 97 | 105
COc1ccc(C2CC(=O)Nc3c2c(C)nn3-c2nc3ccccc3[nH]2)cc1OC (configuration not stated) | 85 | 61 | / | 5.8* | 48 | 69 | 89 | 68
CNC(=O)c1cc(Oc2ccc3nc(NC(=O)NCCCCN(C)C)sc3c2)ccn1 | 105 | 100 | 96 | 119 | 97 | 113 | 95 | 95
Cc1ccc2c(c1)C(=O)N(NC(=O)c1ccc(S(N)(=O)=O)cc1)C2=O | 105 | 108 | 102 | 108 | 104 | 100 | 117 | 109
Cc1cccc2c1C[C@@]1(C2=O)C(c2ccc(F)cc2)=NOS1=O (some centres not stated) | 86 | 89 | 85 | 95 | 92 | 80 | 52 | 79
COc1cc2nc(Cl)nc(Nc3cccc(C4=Nc5c(N)nc(N)nc5NC(c5ccc(F)cc5)C4)c3)c2cc1OC (configuration not stated) | -3.6* | 64 | 90 | 5.4* | 87 | 93 | / | 12
